GLP-1R inv ag – inverse agonists of human GLP-1 receptor; P43220; HEK293 GLP-1R CRE-luciferase, luminescence, 24 h; GLP-1R form is constitutively active; Potency, µM (top dose mostly 38.3 µM), for inactives: top-dose activity change, negative = inhibition, usual class: inhibitors; 1.6% of 410,000 active; further: potency means the concentration at half of the fitted maximal effect; on the % scale 0 is the no-effect control and ±100 the full control effect; nearly all actives have a fitted effect of over 55% in size
Target sequence (P43220 whole entry, looked up): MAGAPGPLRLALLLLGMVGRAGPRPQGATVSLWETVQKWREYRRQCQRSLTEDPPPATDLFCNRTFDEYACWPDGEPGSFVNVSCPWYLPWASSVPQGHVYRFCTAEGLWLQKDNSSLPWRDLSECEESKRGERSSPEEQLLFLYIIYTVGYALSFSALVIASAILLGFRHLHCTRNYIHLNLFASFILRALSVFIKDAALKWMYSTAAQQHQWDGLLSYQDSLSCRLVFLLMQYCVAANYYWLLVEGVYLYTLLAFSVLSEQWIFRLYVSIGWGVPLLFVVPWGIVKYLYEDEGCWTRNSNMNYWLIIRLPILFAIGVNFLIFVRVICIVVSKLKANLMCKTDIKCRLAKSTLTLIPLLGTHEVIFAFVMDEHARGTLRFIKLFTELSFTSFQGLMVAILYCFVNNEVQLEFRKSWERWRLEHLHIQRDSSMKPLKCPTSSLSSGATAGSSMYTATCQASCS
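Readout was luciferase luminescence, measured 12 min after detection reagent at room temperature. Beforehand, GLP-1R reporter HEK293 cells had sat 12 h, then received compounds for 24 hr at 37 deg C.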
FUS yeast rescue – FUS proteinopathy suppression in yeast; S. cerevisiae FUS-expressing, growth rescue, OD600, 24 h; Potency, µM (doses to about 76.6 µM), for inactives: top-dose growth rescue (activation), usual class: activators; 0.24% of 390,000 active;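 further: potency means the concentration at half of the fitted maximal effect; plate controls were DMSO vehicle for no effect and reference control for full effect; nearly all actives have a fitted effect of over 55% in size; some results filed as inactive show a strong effect at the top dose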
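Steps: raffinose overnight preculture; dilution to OD 0.005 in 2% galactose minimal medium; compound addition (concentration series); 24hr at 30C, 99% humidity; absorbance read at 600 nm.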
GLP1R cytotox – cytotoxic in the GLP-1 receptor inverse agonist counter-screen; Potency, µM (highest dose often 38.3 µM), for inactives: at the top dose activity change, negative = inhibition, most hits filed as inhibitors; 0.13% of 410,000 active; HEK293 cAMP-luciferase reporter cells, luminescence, 24 h;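 further: loss of luciferase light is scored as toxicity; potency means the concentration at half of the fitted maximal effect; on the % scale 0 is the no-effect control and ±100 the full control effect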
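Cells in DMEM/10% Nu serum/1% pen-strep, 1536-well format. Pre-incubated 12 h, dosed with 23 nL compound, incubated a further 24 h. Luciferase detection, 12 min at room temp, luminescence.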
Abeta yeast res – compounds reversing amyloid beta toxicity in yeast | Potency, µM (titrated, usually from 46.1 µM), for inactives: at the highest dose growth rescue, actives largely listed as activators | 0.063% of 410,000 active | yeast expressing A-beta42, growth rescue, OD600, 48 h; response scale: 0% DMSO, 100% iron-clioquinol control; further: potency means the concentration at half of the fitted maximal effect; nearly all actives have a fitted effect of over 55% in size
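Yeast A-beta toxicity model in growth medium with pinned compounds, 48 h at 30 C; growth read as absorbance at 600 nm. Normalized to FeCl3/clioquinol equimolar mix (positive) and DMSO (negative).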
MmCpn inh – M. maripaludis TRiC chaperonin inhibition. Potency, µM (doses to about 76.9 µM), for inactives: at the top dose activity, negative = inhibition, most hits filed as inhibitors. purified Mm-Cpn ATPase, ADP Transcreener TR-FRET. 0.031% of 330,000 active. AID 504842; further: potency means the concentration at half of the fitted maximal effect; on the % scale 0 is the no-effect control and ±100 the full control effect; nearly all actives have a fitted effect of over 80% in size
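Purified archaeal chaperonin (25 nM final) was preincubated with compound for 10 min at 37°C, then ATP (10 uM final) was added for 30 min at 37°C in Tris pH 7.4/KCl/MgCl2/DTT buffer. ADP was quantified by HTRF Transcreener TR-FRET.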
PTHR1 agonist – activates the human parathyroid hormone receptor PTHR1. 0.075% of 410,000 active. Q03431. HEK293 GP2 PTHR1 cells, GloSensor cAMP luminescence, 1 h. Potency, µM (top dose mostly 115 µM), for inactives: at the top dose activation, most hits filed as activators; further: potency means the concentration at half of the fitted maximal effect; nearly all actives have a fitted effect of over 55% in size; some results filed as inactive show a strong effect at the top dose; inactives centre near -15; many of its hits are not listed in these tables
Target sequence (Q03431 whole entry, looked up): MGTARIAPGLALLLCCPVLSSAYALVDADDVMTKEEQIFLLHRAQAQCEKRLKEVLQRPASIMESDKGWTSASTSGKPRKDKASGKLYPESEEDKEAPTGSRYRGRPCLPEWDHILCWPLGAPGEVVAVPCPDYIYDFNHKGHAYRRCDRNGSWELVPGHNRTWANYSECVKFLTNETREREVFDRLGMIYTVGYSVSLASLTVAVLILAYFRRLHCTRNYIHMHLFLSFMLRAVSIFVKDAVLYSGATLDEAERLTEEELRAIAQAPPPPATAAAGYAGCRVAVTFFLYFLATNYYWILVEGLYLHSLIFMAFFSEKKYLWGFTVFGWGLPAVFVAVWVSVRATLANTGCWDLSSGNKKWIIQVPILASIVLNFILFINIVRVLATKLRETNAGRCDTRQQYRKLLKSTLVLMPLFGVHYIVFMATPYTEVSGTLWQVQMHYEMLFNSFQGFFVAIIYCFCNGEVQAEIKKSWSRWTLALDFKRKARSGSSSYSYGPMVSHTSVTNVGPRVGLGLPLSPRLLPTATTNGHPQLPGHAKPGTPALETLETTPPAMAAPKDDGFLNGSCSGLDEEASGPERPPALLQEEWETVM
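HEK-293-derived GP2 cells expressing PTHR1 and a GloSensor cAMP reporter, 3,000/well, plated overnight, given luciferin plus IBMX (each 0.5 mM as added) for 1 h at 37 °C, then compound for 1 h at 37 °C. Luminescence was read after 15 min at room temperature.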
Akt phos inh – Akt phosphorylation inhibition; 0.32% of 360,000 active; activity change, % for hits at 50 µM; Neuro2A IGF-stimulated pAkt S473 HTRF, 20 min; active compounds read low; AID 651550; in the data active means activity change below about -80%; inconclusive means mostly about -51% to -80%; further: on the % scale 0 is the no-effect control and ±100 the full control effect
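Neuro2A cells (4,500/well, DMEM with 0.5% FBS) were treated with compound at a single 50 µM final concentration, stimulated with 6 nM IGF for 20 min at 37 °C, and lysed. Phospho-Akt Ser473 was read by HTRF as 665/615 ratio ×10^4.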
aSyn rescue – rescues yeast growth from alpha-synuclein toxicity | Yeast expressing alpha-synuclein, growth rescue, BacTiter-Glo, 24 h | 0.14% of 370,000 active | AID 652106 | Potency, µM (titrated, usually from 46.1 µM), inactives show at the top dose growth rescue (activation), most hits filed as activators; further: potency means the concentration at half of the fitted maximal effect; % of control where 0% means no effect; nearly all actives have a fitted effect of over 65% in size
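Screening used galactose-induced yeast with toxic alpha-synuclein levels, exposed to compound for 24 hr at 30 deg C. Cell growth, read with BacTiter-Glo luminescence, gave the measured signal.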
TDP-43 yeast inh – inhibitors of TDP-43 toxicity in yeast. TDP-43 expressing yeast growth rescue, BacTiter-Glo, 24 h. Potency, µM (top dose mostly 46.1 µM), for inactives: at the top dose growth rescue (activation), usual class: activators. 1.8% of 410,000 active. AID 652104; further: potency means the concentration at half of the fitted maximal effect; % of control where 0% means no effect; nearly all actives have a fitted effect of over 50% in size
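Luminescence from BacTiter-Glo reports growth of TDP-43-expressing yeast after 24 hr at 30 deg C with compound. Cells were raffinose-pregrown to mid-log, then seeded in galactose medium at OD600=0.02.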
The depositor's hits bear a star; i = inactive; ? = inconclusive; . = not tested or not shown; [ ] = dose if it differs, or a comment. Unless noted, the call rests on the fitted dose curve; in most records, active means well fitted curve in the direction sought with a large enough effect; inconclusive means small, poorly fitted or top-dose-only effect, or another doubt; inactive means no such curve, though single readings can be large; an effect the other way counts as inactive or inconclusive. An excerpt (hit frequency here may not be typical).

Values in the order: GLP-1R inv ag	FUS yeast rescue	GLP1R cytotox	Abeta yeast res	MmCpn inh	PTHR1 agonist	Akt phos inh	aSyn rescue	TDP-43 yeast inh
O=C(NCCc1ccc(O)c(O)c1)C1COc2ccccc2O1 (configuration not stated)
    10%	10%	-8%	-5%	-1%	-12%	i	-6%	-8%
COc1ccc(C2=C(Nc3ccc(C)cc3C)c3ccccc3C2=O)cc1
    -23%	7%	-4%	-4%	.	-13%	.	.	20%
Cc1ccccc1N(C(=O)c1snc(C(N)=O)c1N)C(C)C(=O)NC1CCCCC1 (configuration not stated)
    17%	19%	0%	9%	-6%	i	i	3%	6%
CCn1c(C)nc2cc(-c3nc4n(n3)Cc3ccccc3-4)ccc21
    -82%	20%	-3%	-80%[inhibitor]	-1%	-12%[57.5 µM]	.	-62%[inhibitor]	-84%[inhibitor]
COc1ccccc1NC(=O)c1ccc(CSc2ccccc2)o1
    ?	.	10%	-16%	2%	i	i	-15%	25%
C/C(=N/NC(=O)C1COc2ccccc2O1)c1ccc(Br)s1 (configuration not stated)
    16%	-13%	-1%	3%	-3%	i	i	0%	15%
CC(SCc1ccc(C(=O)O)o1)c1ccc(C(=O)O)o1 (configuration not stated)
    1%	-12%	6%	3%	1%	-32%[inhibitor]	i	-5%	-21%
CC1(C)CC(=O)c2sc(NS(=O)(=O)c3ccc(Cl)cc3)nc2C1
    -16%	-27%	3%	-7%	0%	-12%	i	2%	-5%
Cc1cccc(C)c1OCC(O)Cn1c2ccccc2c2ccccc21 (configuration not stated)
    ?	33%	?	22%	1%	-13%	i	19%	?
OC(CNCC1COc2ccccc2O1)COCc1cccs1 (configuration not stated)
    0%	20%	0%	0%	0%	-8%[57.5 µM]	i	0%	-15%
Cc1cc(C)n2[nH]c(=O)c(N=Nc3ccc(S(N)(=O)=O)cc3)c2n1
    ?	4%	?	-18%	-4%	?	i	-2%	-29%
CC(=O)Nc1cccc(NC(=O)CS(=O)(=O)c2cn(CC(=O)N3CCOCC3)c3ccccc23)c1
    47%[activator]	10%	3%	-3%	-2%	i	i	0%	-19%
COc1ccc(Br)cc1/C=N/NC(=O)c1ccc2nc[nH]c2c1
    -5%	4%	4%	7%	1%	-33%	i	-6%	0%
C=CC[n+]1c(-c2ccc(OC)c(OC)c2)csc1NNC(=O)Nc1ccccc1
    119%[activator]	42%	-6%	-11%	-2%	-2%[57.5 µM]	i	2%	9%
COc1ccc(NC(=O)C2CC(=O)NC3=C2C(=O)CC(C)(C)C3)cc1 (configuration not stated)
    -51%	28%	-18%	-7%	2%	i	i	-11%	-30%

Reformatted: results already given.
canonical_smiles	GLP-1R inv ag	FUS yeast rescue	GLP1R cytotox	Abeta yeast res	MmCpn inh	PTHR1 agonist	Akt phos inh	aSyn rescue	TDP-43 yeast inh
CC(=O)Nc1cccc(NC(=O)CS(=O)(=O)c2cn(CC(=O)N3CCOCC3)c3ccccc23)c1	47%[activator]	10%	3%	-3%	-2%	i	i	0%	-19%
COc1ccccc1NC(=O)c1ccc(CSc2ccccc2)o1	?	.	10%	-16%	2%	i	i	-15%	25%

(listing goes on)
Values in the order: GLP-1R inv ag	FUS yeast rescue	GLP1R cytotox	Abeta yeast res	MmCpn inh	PTHR1 agonist	Akt phos inh	aSyn rescue	TDP-43 yeast inh
O=C(NCCOc1ccccc1)C1CCC(=O)N(CCc2ccccn2)C1 (configuration not stated)
    3%	30%	-2%	0%	1%	27%	i	-3%	-6%
COc1ccc(NC(C)=O)cc1NC(=O)C1CCN(C(=O)Nc2ccccc2)CC1
    -15%	6%	-3%	1%	-1%	-3%	i	0%	-18%
COc1ccc(OC)c(NC(=O)Cn2nc3c(cc2=O)CCCC3)c1
    6%	-17%	4%	-9%	.	?	.	.	0%
CC12CCC(=O)CC1CCC1C2CCC2(C)C1CCC2(O)C(=O)CO (configuration not stated)
    -23%	22%	10%	3%	.	i	i	-8%	-13%
CC(C)(Cc1ccc(O)cc1)NC(=O)CC(=O)N/N=C/c1ccc(Cl)cc1
    ?	17%	-27%	-7%	1%	10%	i	-1%	-8%
COc1cccc(OCC(=O)Nc2c3c(nn2-c2ccc(F)cc2)CS(=O)(=O)C3)c1
    3%	.	9%	-4%	-1%	-39%[inhibitor]	i	10%	-10%
CN(C)Cc1c(C(=O)N/N=C/c2ccc(OCc3c(F)cccc3Cl)cc2)nnn1-c1nonc1N
    -29%	40%	-1%	-2%	3%	i	i	-1%	11µM*
CCOc1ccc(Br)cc1S(=O)(=O)Nc1ccc(NC(=O)c2ccccc2F)cc1
    ?	16%	-16%	28%	-22%	-66%[inhibitor]	i	15%	14%
CC(C)C[C@H]1COCCS(=O)(=O)N1Cc1ccccc1F
    23%	11%	7%	1%	.	-43%[inhibitor]	i	0%	15%
CCCn1c(NCCO)nc2ccccc21
    -20%	-16%	39%[activator]	0%	0%	-9%[57.5 µM]	i	-4%	-22%
CN(C)N1C(=O)/C(=C/c2ccco2)SC1=Nc1ccccc1
    8%	34%	-3%	11%	.	i	i	10%	7%
COc1ccccc1NC(=O)C1=C(C)Nc2c(C(=O)Nc3ccc(F)cc3)cnn2C1c1ccc(Cl)cc1 (configuration not stated)
    ?	41%	?	-2%	.	i	.	.	25%
c1ccc2c(c1)oc1c(NCCN3CCOCC3)ncnc12
    66%[activator]	23%	6%	-12%	0%	i	i	5%	-16%
CC(=O)Nc1c2c(nn1-c1cccc(C)c1)CSC2
    -33%	6%	-2%	.	1%	-3%	i	1%	13%
O=C(COC(=O)CNS(=O)(=O)c1ccc(Br)cc1Cl)NC1CC1
    6%	12%	5%	0%	2%	-8%	i	0%	7%
O=C(O)COc1ccc(/C=N/NC(=O)c2cn(-c3ccccc3)nc2-c2ccccc2)cc1
    -9%	27%	-4%	-5%	0%	i	i	-4%	-5%
COc1ccnc2c1c(=O)n(Cc1ccc(Cl)cc1Cl)c(=O)n2C
    -10%	9%	-3%	-55%[inhibitor]	-16%	-20%	i	-27%	?
COc1ccc(CNC(=O)CSCc2nc(-c3ccccc3F)oc2C)cc1
    10%	11%	-1%	-3%	.	-5%	.	.	16%
CN(C)c1ncnc2c1nnn2C1OC(CO)C(O)C1O (configuration not stated)
    -11%	-23%	-51%	0%	.	-12%	i	-6%	-7%
Cc1nn(C)c(C)c1S(=O)(=O)N(CC(=O)NCCCN1CCC(C)CC1)c1ccc(C(C)C)cc1
    ?	13%	-19%	5%	2%	-3%	i	-1%	-18%
Cc1ccc(N(CC(=O)NCc2ccccc2)C(=O)CCC(=O)Nc2ccccn2)c(C)c1
    -3%	23%	5%	-8%	-1%	-9%	i	1%	11%
O=C(Cc1cccc2ccccc12)NCC1CCCO1 (configuration not stated)
    7%	10%	-5%	15%	-3%	i	i	3%	23%
O=c1oc2ccccc2c2c1ccc1ccccc12
    8%	-21%	-1%	-31%[inhibitor]	2%	-17%	i	7%	35µM*
C/C(=N\Nc1cc(C)nc(-c2ccccc2O)n1)c1ccccc1O
    2%	-10%	-4%	-35%	1%	-13%	i	-9%	11µM*
CCOC(=O)C1CCN(S(=O)(=O)c2ccc(C(C)(C)C)cc2)CC1
    2%	-1%	2%	3%	0%	-17%	i	-4%	-2%
O=C(NCc1ccc(F)cc1)C1CCN(S(=O)(=O)N2CCCCC2)CC1
    ?	30%	-14%	7%	0%	10%[57.5 µM]	i	3%	-23%
N#Cc1ccccc1NS(=O)(=O)c1cc2c3c(c1)CCC(=O)N3CCC2
    54%[activator]	4%	-1%	-1%	-2%	i	i	8%	-20%
CCc1ccc(NC(=O)Cn2c(=O)n(CCCC(=O)NCc3ccccc3Cl)c(=O)c3ccccc32)cc1
    2%	-13%	0%	-1%	.	-13%	.	.	13%
CCOC(=O)c1sc2nccc(N(C)C)c2c1N=CNOCc1c(F)cccc1Cl
    ?	40%	16%	-15%	-25%	i	i	5%	18µM*
Cc1ccc(NC(=O)COc2ccc3c(c2)OCO3)c(Cl)c1
    9%	-13%	3%	-5%	-1%	-5%	i	1%	16%
Cc1ccc(S(=O)(=O)NCC(=O)OCc2csc(-c3ccccc3)n2)cc1
    12%	.	8%	-14%	-1%	-14%	i	30%	5%
CN(C(=O)CSc1nccc(=O)[nH]1)C1CCCCC1
    7%	-28%	3%	0%	-3%	23%	i	0%	-8%
CCOc1ccc(S(=O)(=O)N/N=C(\C)c2ccc3c(c2)OCO3)cc1
    -28%	-5%	-9%	22%	0%	-12%	i	6%	17%
O=C(/C=C\c1ccccc1)Nc1nccs1
    1%	35%	2%	-8%	-15%	-12%	i	-13%	8%
O=C(Cn1cc(C(=S)N2CCOCC2)c2ccccc21)N1CCOCC1
    -8%	-3%	22%	5%	.	-4%	i	-2%	14%
Cc1cc([N+](=O)[O-])nn1CCCC(=O)NC1CCCCC1
    14%	9%	7%	-5%	0%	18%	i	-3%	2%
Cc1c(Br)c(C(F)(F)F)nn1CC(=O)NCCN1CCOCC1
    1%	8%	-22%	10%	0%	i	i	-2%	-8%
CC(C)Sc1nc2sc3c(c2c(=O)n1Cc1ccccc1)CCCC3
    -4%	-3%	-4%	-14%	.	i	.	.	-1%

High-throughput results deposited in PubChem BioAssay by National Center for Advancing Translational Sciences (NCATS).
